USP1-UAF1 inh = USP1/UAF1 (human) deubiquitinase inhibition; recombinant USP1/UAF1, Ub-Rhodamine cleavage fluorescence; Potency, µM (doses to about 57.1 µM), for the others: at the highest dose activity change, negative = inhibition, most hits filed as inhibitors; hit rate 0.23% among 390,000; AID 743255; also: potency is read from the fitted curve at half-maximal effect; % is scaled to controls: 0 for no effect and ±100 for the full control effect; nearly all actives have a fitted effect of over 60% in size; inactives centre near -12
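Step one: compound is pinned into 1nM USP1/UAF1 in HEPES pH 7.8 buffer with TCEP. Step two: 15 min room-temperature incubation. Step three: Ub-Rho (150nM final) starts cleavage, tracked by fluorescence over six one-minute reads.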
GRP78 ERSR act = inducers of ER stress response in human glioma cells. U87-MG GRP78 promoter luciferase reporter, 16 h. Potency, µM, without a hit: at the highest dose activation, actives largely listed as activators. hit rate 0.02% among 420,000; also: potency is read from the fitted curve at half-maximal effect; series mostly up to about 76 µM; % of control where 0% means no effect; nearly all actives have a fitted effect of over 35% in size
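Stably transfected U87-MG glioma cells carrying a GRP78-based luciferase sensor; 16 h compound incubation. Luminescence end-point read 10 min after Bright-Glo addition at room temperature.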
RGS4 inh = human RGS4 inhibition; Transcreener GDP fluorescence polarization, RGS4-accelerated GTP hydrolysis; hit rate 0.039% among 390,000; Potency, µM (highest dose often 114 µM), for the others: top-dose activity change, negative = inhibition, most hits filed as inhibitors; also: potency is read from the fitted curve at half-maximal effect; % is scaled to controls: 0 for no effect and ±100 for the full control effect; nearly all actives have a fitted effect of over 75% in size; some results filed as inactive show a strong effect at the top dose
Target sequence (P49798 whole entry, looked up): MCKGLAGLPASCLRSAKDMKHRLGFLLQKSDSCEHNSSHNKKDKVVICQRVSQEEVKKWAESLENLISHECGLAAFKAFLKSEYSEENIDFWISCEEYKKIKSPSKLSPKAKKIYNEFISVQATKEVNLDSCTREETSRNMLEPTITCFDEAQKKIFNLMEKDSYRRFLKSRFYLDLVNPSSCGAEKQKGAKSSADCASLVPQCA
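MLSMR compounds (23 nl, pin-transferred) preincubated 10 min at room temperature with a 500nM (2x) first reagent, then RGS4 at 900nM (2x) plus Transcreener GDP mix added; fluorescence polarization (620/688 nm) read before and after 90 min at 30 °C.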
LDHA block = inhibitors of human lactate dehydrogenase A; P00338; hit rate 0.15% among 480,000; activity change, % (values are at about 110 or 230 µM); purified LDHA, NADH/diaphorase-resazurin fluorescence; hits give low values; in the data active = activity change below about -30%; inconclusive = mostly about -25% to -30%;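 also: plate controls were DMSO wells for no effect and wells without enzyme for full effect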
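Remaining NADH was detected by diaphorase (0.133 mg/mL) converting 37 µM resazurin to fluorescent resorufin, read at 0 and 20 minutes. The preceding 5-minute room-temperature reaction used 2 nM LDHA, 0.2 mM sodium pyruvate and 0.06 mM NADH at pH 7.4.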
TrxR1 substrate = is turned over as a substrate by rat TrxR1 | Potency, µM (highest dose often 114 µM), for inactives: at the highest dose activity change, negative = substrate turnover | O89049 | hit rate 0.01% among 390,000 | purified TrxR1 substrate turnover, NADPH consumption readout; also: potency is read from the fitted curve at half-maximal effect; % is scaled to controls: 0 for no effect and ±100 for the full control effect; nearly all actives have a fitted effect of over 50% in size
Target sequence (O89049 whole entry, looked up): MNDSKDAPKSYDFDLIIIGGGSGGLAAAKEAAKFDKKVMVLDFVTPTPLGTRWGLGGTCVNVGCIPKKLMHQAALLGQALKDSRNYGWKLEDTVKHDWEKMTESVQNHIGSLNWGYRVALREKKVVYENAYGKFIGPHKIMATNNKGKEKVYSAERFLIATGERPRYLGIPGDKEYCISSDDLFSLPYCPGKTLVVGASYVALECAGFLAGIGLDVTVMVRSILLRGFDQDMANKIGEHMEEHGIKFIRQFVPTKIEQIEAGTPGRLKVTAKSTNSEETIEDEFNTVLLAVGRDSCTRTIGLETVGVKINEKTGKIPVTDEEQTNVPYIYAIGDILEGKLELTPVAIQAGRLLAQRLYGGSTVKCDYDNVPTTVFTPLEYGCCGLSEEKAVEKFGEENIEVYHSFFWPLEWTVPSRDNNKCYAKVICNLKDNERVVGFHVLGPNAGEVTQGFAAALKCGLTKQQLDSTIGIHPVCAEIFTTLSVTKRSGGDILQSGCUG
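Rat TrxR1, dispensed at 90 nM, was prereduced with 400 uM NADPH (final) for 5 min at ~22 deg C, then incubated with compound 15 min before 400 uM selenite. A first-read NADPH fluorescence drop versus no-compound background flagged substrates.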
Vif-A3G inh = inhibitors of Vif-APOBEC3G interaction. hit rate 0.076% among 410,000. Q9HC16. Potency, µM (titrated, usually from 46.1 µM), without a hit: at the top dose activity, negative = active, actives largely listed as inhibitors. AID 602310. HeLa A3G-eYFP + Vif (tagged APOBEC3G with the HIV-1 protein that degrades it), YFP fluorescence, overnight;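 also: potency is read from the fitted curve at half-maximal effect; % is scaled to controls: 0 for no effect and ±100 for the full control effect; nearly all actives have a fitted effect of over 60% in size; hits raise eYFP signal because A3G escapes Vif-driven loss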
Target sequence (Q9HC16 whole entry, looked up): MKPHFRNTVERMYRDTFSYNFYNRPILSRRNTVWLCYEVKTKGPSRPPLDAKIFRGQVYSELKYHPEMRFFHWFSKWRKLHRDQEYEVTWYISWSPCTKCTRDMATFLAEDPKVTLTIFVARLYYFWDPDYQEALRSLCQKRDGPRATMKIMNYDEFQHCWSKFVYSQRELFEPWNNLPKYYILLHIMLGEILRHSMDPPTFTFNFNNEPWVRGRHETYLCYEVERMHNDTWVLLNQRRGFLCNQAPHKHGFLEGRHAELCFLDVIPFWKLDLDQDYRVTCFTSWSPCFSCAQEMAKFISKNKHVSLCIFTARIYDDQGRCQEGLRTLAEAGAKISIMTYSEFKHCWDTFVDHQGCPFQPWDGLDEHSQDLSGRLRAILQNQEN
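HeLa cells stably expressing Vif and C-terminally eYFP-tagged A3G, seeded overnight at 37 deg C, then exposed to compound by pintool overnight at 37 deg C. Rise in yellow fluorescence (Ex 488/Em 500-530, Acumen) marks blocked Vif-driven A3G degradation.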
Vif-APOBEC3F blk = Vif-A3F binding inhibition. hit rate 0.2% among 390,000. HeLa A3F-eYFP + Vif (tagged APOBEC3F with the HIV-1 protein that degrades it), YFP fluorescence increase. Potency, µM (top dose mostly 46.1 µM), inactives show at the highest dose activity, negative = active. AID 602313; also: potency is read from the fitted curve at half-maximal effect; % of control where 0% means no effect; nearly all actives have a fitted effect of over 65% in size
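Fluorescence increase (Ex 488/Em 500-530) after overnight compound treatment at 37 deg C flags inhibition of Vif-driven A3F-eYFP loss in stable HeLa A3F-eYFP/Vif cells seeded overnight beforehand.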
mIDH1 inhibitor = human IDH1 R132H inhibition; O75874; hit rate 0.093% among 390,000; IDH1-R132H enzyme, NADPH consumption, diaphorase/resazurin fluorescence; Potency, µM (series often up to 76.6 µM), inactives show at the top dose activity change, negative = inhibition, actives largely listed as inhibitors; AID 602179; also: potency is read from the fitted curve at half-maximal effect; % is scaled to controls: 0 for no effect and ±100 for the full control effect; nearly all actives have a fitted effect of over 65% in size
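IDH1-R132H (0.5 ug/mL) preincubated 30 min with compound, then NADPH (0.016 mM) and alpha-KG (2 mM) added; 80 min at RT, pH 7.5. Remaining NADPH coupled via diaphorase/resazurin to fluorescence (540/590 nm); concentration-response curves normalized to no-enzyme control.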
rTrxR1 inhibitor = blocks rat thioredoxin reductase 1; recombinant rTrxR1, NADPH fluorescence consumption, selenite substrate; Potency, µM (doses to about 114 µM), for the others: top-dose activity change, negative = inhibition, most hits filed as inhibitors; hit rate 1% among 390,000; AID 588453; also: potency is read from the fitted curve at half-maximal effect; % is scaled to controls: 0 for no effect and ±100 for the full control effect; nearly all actives have a fitted effect of over 65% in size
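Rat TrxR1 (90 nM in the dispensed reagent) was pre-reduced with 400 uM NADPH for 5 min at room temperature, then incubated with compound for 15 min. After 400 uM selenite was added, NADPH fluorescence (Ex 340/Em 450 nm) was followed for 8 min.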
Starred values were filed as active, the others as inactive; ? = inconclusive; . = no result given; & = joins results of further samples; [ ] = another dose, or the depositor's remark. Unless noted, calls follow the shape of the dose curve; as a rule, active = well fitted curve in the direction sought with a large enough effect; inconclusive = small, poorly fitted or top-dose-only effect, or another doubt; inactive = no such curve, though single readings can be large; an effect the other way counts as inactive or inconclusive. Only part of the results is shown; the hit share may differ from the screen's.

Assay codes: A = USP1-UAF1 inh; B = GRP78 ERSR act; C = RGS4 inh; D = LDHA block; E = TrxR1 substrate; F = Vif-A3G inh; G = Vif-APOBEC3F blk; H = mIDH1 inhibitor; I = rTrxR1 inhibitor
> CCOC(=O)CSC1=N/C(=C\c2cc(OC)c(OC)c(OC)c2)C(=O)N1C
  A: -6%; B: -4%; C: 4%; D: 1; E: 6%; F: -3%; G: 2%; H: 5%; I: 15%[57.1 µM]

> CCOC(=O)C1=CN(Cc2ccco2)S(=O)(=O)N(C)C1CC (stereo not given)
  A: ?; B: -4%; C: -37%; D: 2; E: 13%; F: 2%; G: -14%; H: 1%[38.3 µM]; I: ?

> COCC1CCN(C(=O)CCc2nnc(C3(c4ccc(Cl)cc4)CCC3)o2)CC1
  A: -1%; B: 3%; C: 19%; D: -7; E: -7%; F: 2%; G: -1%; H: 2%; I: -8%

> COc1cc(C(=O)N2CCN(C(=O)c3ccccc3)CC2)cc(OC)c1OC
  A: 0%; B: 0%; C: -5%; D: -1; E: 3%[57.1 µM]; F: 0%; G: 1%; H: 6%; I: 7%[57.1 µM]

> O=C(NCc1cccs1)C1CCN(S(=O)(=O)c2ccccc2F)CC1
  A: 4%; B: -3%; C: 32%; D: -6; E: 1%; F: 1%; G: 6%; H: 6%; I: 19%

> O=[N+]([O-])c1ccc(N/N=C2\CC3CC=CC23)cc1 (stereo not given)
  A: 0%; B: 3%; C: 13%; D: -1; E: -19%; F: -19%; G: -23%; H: 2%; I: -27%

> CCc1ccccc1NC(=O)COc1cccc2ccc(C)nc12
  A: -6%; B: -4%; C: -4%; D: -8; E: 3%[57.1 µM]; F: 0%; G: -21%; H: -5%; I: 5%[57.1 µM]

> O=C(Nc1cc(Cl)cc(Cl)c1)c1ccc(F)c(S(=O)(=O)NC2CCCC2)c1
  A: 2%; B: 17%; C: 15%; D: 0; E: -2%[57.1 µM]; F: 5%; G: ?; H: -5%; I: 24%[57.1 µM]

> CCN1C(=O)[C@@H]2[C@@H](c3ccc(SC4CCCCC4)cc3)N3CCC[C@@]3(C(=O)OC)[C@@H]2C1=O
  A: -32%; B: -7%; C: -20%; D: 0; E: -1%[57.1 µM]; F: 4%; G: 3%; H: -7%; I: 12%

> Cc1ccc(C(C)NC(=O)c2ccncc2)cc1C (stereo not given)
  A: -8%; B: -2%; C: 28%; D: -7; E: 0%; F: -1%; G: -6%; H: 16%; I: 5%

> COc1ccc2c(c1OC)C(=O)OC2N1C(=O)CC[C@H]1C(=O)NCC1CCCO1 (stereo not given in full)
  A: 5%; B: 0%; C: 16%; D: -10; E: 27%; F: 2%; G: 4%; H: -15%; I: 15%

> Cc1cccc(NC(=S)N2N=CCC2c2ccccc2)c1 (stereo not given)
  A: -1%; B: ?; C: 17%; D: -13; E: 1%; F: -1%; G: 4%; H: 1%; I: 12%

> CCOC(=O)c1c(C)n(C)c2ccc(OC)c(NC(=O)CN3CCN(C4CCCCC4)CC3)c12
  A: 1%; B: -5%; C: 24%; D: -2; E: 1%[57.1 µM]; F: 3%; G: 1%; H: 1%; I: 8%

> CCOc1ncccc1C(=O)OCC(=O)c1c[nH]c2ccccc12
  A: -9%; B: 3%; C: 17%; D: -2; E: 2%; F: -8%; G: 4%; H: 7%; I: 14%

> COc1ccccc1CC(=O)c1ccc(OCc2ccccc2)cc1
  A: 5%; B: 4%; C: -1%; D: -3; E: -2%; F: 2%; G: -11%; H: -2%; I: 11%

> COc1ccc(-n2nc(C(=O)N3CCC(N4CCCCC4)CC3)c3c4ccccc4n(C)c3c2=O)cc1
  A: -9%; B: -5%; C: 42%; D: -6; E: -3%; F: 6%; G: -9%; H: 8%; I: 17%

> Cc1ccc(S(=O)(=O)N(C)CC(=O)Nc2ncccc2C)cc1
  A: 3%; B: -4%; C: 9%; D: -2; E: -15%; F: 0%; G: -11%; H: 0%; I: -12%

> COC(=O)c1cc(NS(=O)(=O)c2ccc(NC(C)=O)cc2)ccc1Cl
  A: -10%; B: 1%; C: -4%; D: -1; E: 6%; F: 1%; G: ?; H: 5%; I: -2%

> O=c1oc2cc(Oc3c([N+](=O)[O-])cc(C(F)(F)F)cc3[N+](=O)[O-])ccc2c2c1CCCC2
  A: ?; B: -3%; C: -8%; D: -2; E: 314%[activator]; F: -1%; G: .; H: -4%; I: ?

> COc1ccc(CN(C)c2ncnc3sccc23)c(OC)c1OC
  A: -13%; B: -2%; C: -16%; D: -9; E: 9%[0.0914 µM]; F: -17%; G: -13%; H: -3%; I: 13%[57.1 µM]

> Cc1nn(CC(=O)NCc2ccccc2)c(C)c1[N+](=O)[O-]
  A: -9%; B: -2%; C: 2%; D: -2; E: 6%; F: 0%; G: 2%; H: 1%; I: 11%

> Cc1ccc(NC(=O)CSCc2cc(=O)n3ccsc3n2)cc1
  A: -10%; B: -2%; C: 15%; D: -1&7; E: -13%; F: -4%; G: 4%; H: -17%; I: ?

> O=C(O)c1cccc(S(=O)(=O)N(Cc2ccccc2)c2ccccc2)c1
  A: -10%; B: -5%; C: -7%; D: -7; E: 8%; F: 0%; G: 0%; H: -3%; I: 12%[57.1 µM]

> N/C(=N\OC(=O)CCCOc1ccccc1)c1ccc(Br)cc1
  A: -15%; B: -5%; C: ?; D: 1; E: -3%; F: 1%; G: -10%; H: 8%; I: 15%

> Cc1nnc(SCC(=O)NCC2CCCO2)n1-c1ccccc1 (stereo not given)
  A: -19%; B: -2%; C: 32%; D: -4; E: 4%; F: -3%; G: .; H: 3%; I: 5%

> S=C(NCCCc1ccccc1)NC1CCCCC1
  A: -11%; B: 6%; C: -25%; D: 1; E: -4%; F: 1%; G: -19%; H: -10%; I: 9%

> CN(Cc1ccccc1)c1ncc(C=O)s1
  A: 1%; B: 1%; C: 39%; D: -1; E: -16%; F: -2%; G: 0%; H: -5%; I: -12%

> COc1ccc2c(c1)-c1nc(/N=C/c3ccccc3O)sc1CC2
  A: -18%; B: -1%; C: ?; D: 19; E: -8%; F: 0%; G: -9%; H: 12%; I: -15%

> CSc1ccc(/C=C/C(=O)OCC(=O)c2ccc[nH]2)cc1
  A: -21%; B: -2%; C: -25%; D: -4; E: 22%; F: 1%; G: 0%; H: 1%; I: 10%

> COc1cccc(OCc2nc3ccccc3n2CCOc2cccc(C)c2)c1
  A: -24%; B: 3%; C: -2%; D: 5; E: 3%; F: -2%; G: -15%; H: 0%; I: 18%

Four consecutive compounds out of the list so far:
Assay codes: A = USP1-UAF1 inh; B = GRP78 ERSR act; C = RGS4 inh; D = LDHA block; E = TrxR1 substrate; F = Vif-A3G inh; G = Vif-APOBEC3F blk; H = mIDH1 inhibitor; I = rTrxR1 inhibitor
> CCOC(=O)CSC1=N/C(=C\c2cc(OC)c(OC)c(OC)c2)C(=O)N1C
  A: -6%; B: -4%; C: 4%; D: 1; E: 6%; F: -3%; G: 2%; H: 5%; I: 15%[57.1 µM]

> CCOC(=O)C1=CN(Cc2ccco2)S(=O)(=O)N(C)C1CC (stereo not given)
  A: ?; B: -4%; C: -37%; D: 2; E: 13%; F: 2%; G: -14%; H: 1%[38.3 µM]; I: ?

> COCC1CCN(C(=O)CCc2nnc(C3(c4ccc(Cl)cc4)CCC3)o2)CC1
  A: -1%; B: 3%; C: 19%; D: -7; E: -7%; F: 2%; G: -1%; H: 2%; I: -8%

> COc1cc(C(=O)N2CCN(C(=O)c3ccccc3)CC2)cc(OC)c1OC
  A: 0%; B: 0%; C: -5%; D: -1; E: 3%[57.1 µM]; F: 0%; G: 1%; H: 6%; I: 7%[57.1 µM]

Next section
Assay codes: A = USP1-UAF1 inh; B = GRP78 ERSR act; C = RGS4 inh; D = LDHA block; E = TrxR1 substrate; F = Vif-A3G inh; G = Vif-APOBEC3F blk; H = mIDH1 inhibitor; I = rTrxR1 inhibitor
> CSc1ccc(S(=O)(=O)N2CCC(C(=O)N3CCOCC3)CC2)cc1
  A: -7%; B: -3%; C: 1%; D: -4; E: 9%[0.0914 µM]; F: -3%; G: 8%; H: -2%; I: 21%[57.1 µM]

> CC1/C(=N/O)C(CN(C)C)C2CC1C2(C)C (stereo not given)
  A: -18%; B: -7%; C: -5%; D: -1; E: -7%; F: -2%; G: 4%; H: 0%; I: 4%

> Cc1ccccc1OCC(=O)Nc1ccc2c(c1)Cc1ccccc1-2
  A: -2%; B: -1%; C: 14%; D: -8; E: 4%; F: -5%; G: -2%; H: 3%; I: 10%

> COc1cc(/C=C/C(=O)O)cc(S(=O)(=O)Nc2ccc(S(=O)(=O)N3CCCCC3)cc2)c1OC
  A: -7%; B: -3%; C: -8%; D: 1; E: -12%; F: 0%; G: 4%; H: 9%; I: 11%[57.1 µM]

> Cc1cc(C)nc(Nc2ccc(N3CCOCC3)cc2)n1
  A: -18%; B: 1%; C: -40%; D: 0; E: -1%; F: 4%; G: 6%; H: 7%; I: -3%

> CCN(CC)S(=O)(=O)c1cccc(-c2n[nH]c(=S)n2/N=C/c2ccc(C(=O)OC)cc2)c1
  A: -25%; B: 1%; C: -52%; D: 0; E: 0%; F: 1%; G: -1%; H: -21%; I: ?

> CC(=O)Nc1cccc(NC(=O)CCNC(=O)c2ccccc2)c1
  A: -7%; B: 0%; C: 17%; D: -6; E: 16%[57.1 µM]; F: 0%; G: -10%; H: 14%; I: 32%[57.1 µM]
